# MsrA act = bovine methionine sulfoxide reductase A activation; purified bovine MsrA, absorbance read-out; activation, % at 10.6 µM; hit rate 0.3% among 360,000; AID 602163; in the data active = activation above about 7.5%;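 note: 0% = vehicle and 100% = reference activator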
# Scp1 inh = Scp-1 (human) phosphatase inhibition | Q9GZU7 | Recombinant Scp1, phosphopeptide, malachite green phosphate absorbance | inhibition, % at 20 µM | hit rate 0.88% among 340,000 | AID 493091;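 active = inhibition above about 50% at 20 µM, limit read from the data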;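 note: plate controls were DMSO wells with enzyme for no effect and wells lacking enzyme for full effect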
# Target sequence (Q9GZU7 76-261 limits assumed): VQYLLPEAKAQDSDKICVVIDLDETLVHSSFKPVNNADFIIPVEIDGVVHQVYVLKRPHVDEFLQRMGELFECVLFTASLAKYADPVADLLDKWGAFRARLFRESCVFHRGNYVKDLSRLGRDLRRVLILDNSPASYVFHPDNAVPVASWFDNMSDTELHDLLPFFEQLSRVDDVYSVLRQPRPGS
#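 Test system: SCP-1 phosphatase catalytic domain, residues 76-261 | Compound dosing: One concentration, 20 µM, with 1.0% DMSO | Schedule: 45 min room-temperature reaction, 5 min colour, 30 min stabiliser | Detection: Absorbance at 630 nm | Read-out basis: % inhibition of SCP-1 phosphate liberation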
# MsrA inhibitor = bovine MsrA inhibition; purified bovine MsrA, absorbance read-out; inhibition, % at 15.5 µM; hit rate 0.75% among 360,000; AID 651718; in the data active = inhibition above about 4.5%;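 note: 0% = vehicle wells with enzyme and 100% = reference inhibitor wells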
# TbMetRS inhib = blocks T. brucei methionyl-tRNA synthetase activity; purified T. brucei MetRS, ATP depletion, Kinase-Glo luminescence; inhibition, % at 11.9 µM; hit rate 0.4% among 360,000;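 active = inhibition above a per-plate cutoff of the control wells' mean inhibition plus 3 SD, cut at about 5.5% in these data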;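 note: 0% = DMSO wells median and 100% = median of wells with control inhibitor compound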
#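 assay system = parasite MetRS enzyme | timing = 15 min preincubation, 2 h reaction, all 25 °C | evaluation = percent inhibition relative to median high and low control wells | medium = HEPES buffer containing pyrophosphatase, BSA, spermine, DTT | compound = single dose, 11.9 µM final nominal, 0.9% final DMSO | detection = Kinase-Glo luminescence, ATP depletion format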
# SUMO1-SIM PPI = alters human SUMO1 binding to SIM partners; P63165; SUMO1 binding to a labelled peptide, TR-FRET, 1 h; inhibition, % at 20 µM; hit rate 0.33% among 360,000; AID 602429; in the data active = inhibition above about 37%
# DNMT1 inh = inhibitors of human DNMT1. P26358. DNMT1 molecular beacon, Hinp1I cleavage, fluorescence. inhibition (reported as % activation of signal), % at 10 µM. hit rate 0.83% among 360,000. AID 588458; in the data active = inhibition above about 50%
# eLon inh = inhibitors of E. coli Lon protease. P0A9M0. purified E. coli Lon protease, fluorescence polarization. inhibition, % at 7.94 µM. hit rate 0.42% among 360,000. AID 602123; in the data active = inhibition above about 13%, passing the limit was not always enough;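 note: 0% = enzyme with probe and DMSO and 100% = no enzyme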
# LMPTP inh = LMPTP (human) inhibition; recombinant LMPTP-A, OMFP fluorogenic substrate, fluorescence intensity; inhibition, % at 20 µM; hit rate 0.22% among 360,000; AID 651560;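 active = compounds that cut the enzyme signal by at least half of the control window in the single-dose screen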;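 note: plate controls were DMSO wells with enzyme plus substrate for no effect and substrate without enzyme for full effect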
#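 material = LMPTP-A | quantity = 0.625 nM enzyme | reagent = OMFP substrate, 400 µM final | buffer or medium = Bis-Tris pH 6.0, DTT, detergent | detection = endpoint fluorescence intensity from OMFP dephosphorylation | dosing = single 20 µM dose | read-out basis = % inhibition relative to no-enzyme and uninhibited control wells | control set = no-enzyme and uninhibited controls | timing = 50 min at room temperature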
# CendR NRP1 mod = modulators of CendR peptide binding to human neuropilin-1; O14786; FAM-RPARPAR peptide binding to NRP-1, fluorescence polarization; inhibition, % at 25 µM; hit rate 0.85% among 360,000; AID 602438;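 active = inhibition or corrected inhibition above about 18%, plus a signal ratio from 0.5 to 1.5, limit read from the data, passing the limit was not always enough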; note: strong numbers were not always called active
# Target sequence (O14786 whole entry, looked up): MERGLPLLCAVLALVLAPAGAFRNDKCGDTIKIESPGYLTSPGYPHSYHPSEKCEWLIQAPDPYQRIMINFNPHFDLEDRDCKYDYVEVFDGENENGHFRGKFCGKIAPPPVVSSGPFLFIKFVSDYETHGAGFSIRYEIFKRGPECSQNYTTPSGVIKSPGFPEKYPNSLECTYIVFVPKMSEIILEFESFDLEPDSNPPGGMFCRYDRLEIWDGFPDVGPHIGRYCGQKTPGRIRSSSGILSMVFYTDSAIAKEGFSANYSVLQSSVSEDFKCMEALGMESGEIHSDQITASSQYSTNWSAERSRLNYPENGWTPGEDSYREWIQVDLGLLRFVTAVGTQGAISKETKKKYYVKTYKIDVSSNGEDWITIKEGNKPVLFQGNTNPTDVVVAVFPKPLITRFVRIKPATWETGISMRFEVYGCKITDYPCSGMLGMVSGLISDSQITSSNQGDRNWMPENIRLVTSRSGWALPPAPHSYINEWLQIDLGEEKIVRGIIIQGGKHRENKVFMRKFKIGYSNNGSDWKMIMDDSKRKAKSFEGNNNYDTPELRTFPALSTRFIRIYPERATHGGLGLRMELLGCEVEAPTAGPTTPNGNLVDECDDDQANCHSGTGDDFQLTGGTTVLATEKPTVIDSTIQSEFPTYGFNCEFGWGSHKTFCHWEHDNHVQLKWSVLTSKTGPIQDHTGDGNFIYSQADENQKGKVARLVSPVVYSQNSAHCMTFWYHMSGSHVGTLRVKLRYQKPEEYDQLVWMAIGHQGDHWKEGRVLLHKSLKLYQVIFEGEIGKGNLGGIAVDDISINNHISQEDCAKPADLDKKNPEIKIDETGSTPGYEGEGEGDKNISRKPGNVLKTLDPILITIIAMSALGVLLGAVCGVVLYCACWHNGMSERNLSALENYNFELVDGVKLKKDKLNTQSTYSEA
# STEP block = blocks human striatal-enriched tyrosine phosphatase; recombinant STEP, OMFP fluorogenic substrate, fluorescence; inhibition, % at 20 µM; hit rate 0.25% among 360,000;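 active = inhibition at 20 µM, scaled per plate between control wells, above about 37%, limit read from the data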;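 note: 0% = DMSO with enzyme and substrate and 100% = substrate only without enzyme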
#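 System: STEP phosphatase, cell-free reaction; Buffer or medium: Bis-Tris pH 6.0 buffer with DTT, detergent; Incubation: 20 min at room temperature, dark; Measured by: fluorescence, 480/540 nm.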
# * marks the source's active call; other numbers are inactive results; . = not tested or not shown.
MsrA act	Scp1 inh	MsrA inhibitor	TbMetRS inhib	SUMO1-SIM PPI	DNMT1 inh	eLon inh	LMPTP inh	CendR NRP1 mod	STEP block	SMILES
-3	-7	2.3	-0.3	1	9	-6	-0.7	2	5	N#Cc1c(N)nc2c(c1-c1ccc3c(c1)OCO3)CCCCCC2
-2	-3	1.2	0.1	3	0	7	0.9	-6	-2	Cc1nc2ccccc2nc(C)c1=NOCC(=O)N(c1ccccc1)C(C)C
-1	-2	0.1	-0.4	-5	-3	0	0.0	4	-1	O=C1NCCCC1C(=O)N/N=C/c1cccc(O)c1 (stereo not drawn)
-1	-6	1.9	-0.8	2	0	5	0.3	8	1	Cn1c(=O)c2c(ncn2Cc2ccc(Cl)cc2)n(C)c1=O
-2	-15	2.1	2.1	2	0	-3	5.1	-6	0	Cn1nc(-c2ccc(Cl)cc2)c2cc(C(=O)NCc3ccco3)sc21
-5	-4	-0.8	-1.0	-11	9	-6	0.6	-4	-1	CCNc1ccc(C(=O)OCC(=O)NCc2ccccc2Cl)cc1[N+](=O)[O-]
-6	-2	-0.9	-0.1	1	0	-14	-1.0	2	-1	COC(=O)C1=CO[C@@H](O)C2C(CO)=CCC12 (stereo partly drawn)
0	.	0.1	-0.1	5	1	4	4.1	-2	2	O=C(NCc1cccc(Cl)c1)c1cccc2c(-c3cccnc3)coc12
-1	95*	1.0	-0.3	-3	16	-6	-0.2	7	-2	Cn1cnc(C(=O)N2CCc3ccccc3C2)c1C(=O)N1CCc2ccccc2C1
-1	-6	0.5	0.0	-1	-2	2	0.7	0	-2	COC(=O)CNC(=O)COC(=O)c1cc(SC)ccc1Cl
-5	1	1.1	0.4	-17	-4	-1	0.4	2	0	COc1ccc(-c2ccc(NS(=O)(=O)c3cc([N+](=O)[O-])ccc3C)cc2)nn1
-1	-1	0.6	0.5	-1	-1	-14	-1.5	-6	-2	Cc1cc(F)c(F)c(C(=O)NC2CC2)c1Cl
-12	8	1.5	-1.2	1	2	-2	0.8	6	2	C/C(Cl)=C\Cn1c(Nc2ccc(C)cc2)nc2c1c(=O)n(C)c(=O)n2C
-4	-11	-0.7	0.0	4	-2	4	-2.2	-5	0	COc1ccc(NC(=O)CN(C)C(=O)c2oc3ccccc3c2C)cc1
-3	-2	0.9	0.3	10	-3	-6	2.8	16	2	Cc1cccc(N2CCN(C(=O)c3ccc(NS(=O)(=O)c4ccc5[nH]c(=O)[nH]c5c4)cc3)CC2)c1C
-2	-4	0.6	1.1	-3	6	-8	-2.5	-1	0	Cc1ccn2cc(C(=O)NCc3ccco3)nc2c1
-4	-8	0.1	0.3	-2	-6	-6	-0.6	-16	-2	COc1ccc(CN(C)S(=O)(=O)c2nnc(NC(=O)c3ccccc3)s2)cc1OC
-8	-10	-0.3	-1.1	2	1	3	-1.0	0	-1	CC(C)(C)NC(=O)N1c2ccccc2Sc2ccccc21
-10	14	-0.4	-1.6	0	3	-10	-1.6	21	-2	CCC(=O)N1CCc2cc(Br)cc(S(=O)(=O)N3CCC(C(=O)NCCCOC(C)C)CC3)c21
-1	-6	0.4	-0.5	-1	0	-9	-0.5	0	4	COC(=O)CSc1nnc(CNC(=O)c2ccc(S(=O)(=O)N3CCCCC3)cc2)n1C

# Given with tabs: entries from further up
SMILES	MsrA act	Scp1 inh	MsrA inhibitor	TbMetRS inhib	SUMO1-SIM PPI	DNMT1 inh	eLon inh	LMPTP inh	CendR NRP1 mod	STEP block
O=C(NCc1cccc(Cl)c1)c1cccc2c(-c3cccnc3)coc12	0	.	0.1	-0.1	5	1	4	4.1	-2	2
Cn1cnc(C(=O)N2CCc3ccccc3C2)c1C(=O)N1CCc2ccccc2C1	-1	95*	1.0	-0.3	-3	16	-6	-0.2	7	-2

# Next part.
MsrA act	Scp1 inh	MsrA inhibitor	TbMetRS inhib	SUMO1-SIM PPI	DNMT1 inh	eLon inh	LMPTP inh	CendR NRP1 mod	STEP block	SMILES
-5	-6	-0.1	-0.6	0	-10	-8	1.9	-3	1	COc1ccc(Nc2ncccc2C(=O)NCc2ccccc2)cc1
0	-3	0.9	-0.3	1	0	0	1.5	1	-2	CC(C)Cc1nnc(NS(=O)(=O)c2ccc(Cl)cc2)s1
-5	4	3.5	-1.1	3	-7	7	0.6	7	-1	COc1ccc(NC(=S)NNc2ccc(S(=O)(=O)Nc3ccccc3C(=O)O)cc2[N+](=O)[O-])cc1
-5	5	1.5	-0.7	11	-1	-4	-0.2	-7	2	O=C(Nn1c(-c2ccncc2)nc2ccccc2c1=O)c1ccc(Br)cc1
-3	-4	0.2	-0.3	-32	-3	-8	-5.6	17	-2	Cc1ccccc1NC(=O)COC(=O)c1ccc2c(c1)C(=O)N(CCCN1CCOCC1)C2=O
-1	-8	0.5	0.0	3	4	-1	-0.8	-3	-3	CC(OC(=O)Cn1[nH]c(=O)c2ccccc2c1=O)C(=O)Nc1ccc(Cl)cn1 (stereo not drawn)
-1	2	0.5	-0.4	-21	-10	-5	3.5	-4	1	COC(=O)c1cc(C(=O)OCC(=O)c2ccc3c(c2)NC(=O)CO3)cc([N+](=O)[O-])c1
-2	-1	-0.7	-0.3	6	1	5	-1.5	-1	-4	CCN(CC(=O)Nc1c(F)cccc1F)C(=O)CCOc1ccc(C)cc1
-3	-11	0.8	-1.0	-2	2	0	-1.0	4	2	O=S1(=O)CC(O)C(N2CCCCC2)C1 (stereo not drawn)
0	-14	0.6	-0.1	-16	-4	2	-1.0	-3	1	Cc1cc(C)n2nc(/C(C#N)=C/c3ccccc3)c(C#N)c2n1
0	.	-0.3	0.0	5	-5	-6	-2.2	9	-1	COc1ccc2[nH]cc(CCNC(=O)/C=C/[C@H]3O[C@@H](n4cc(C)c(=O)[nH]c4=O)C[C@@H]3O)c2c1
-2	74*	.	-0.5	52*	98*	-12	52*	42*	70*	COc1cccc2c1NC(C(=O)O)C1CC=CC21 (stereo not drawn)
-6	-3	0.7	-1.1	-5	-3	-9	-3.1	4	3	Cc1cccc2cc(CN(Cc3cccnc3)C(=S)NCCCN(C)C)c(=O)[nH]c12
-1	-8	2.1	-0.2	0	0	-4	1.4	1	0	c1ccc(Cn2nnc(-c3ccccc3)n2)cc1
-1	-7	0.1	-0.6	1	1	-11	-1.2	-18	1	CC(=O)c1c(O)cc2n(c1=O)-c1ccc(Cl)cc1C2(C)C
-11	3	-0.2	-1.4	-1	8	-1	0.1	-9	0	Cc1ccc(-n2ncc3c(=O)n(CC(=O)NC4CCCCC4)cnc32)cc1C
-4	-4	-0.4	-0.2	5	-26	3	2.3	-12	-3	Cc1cc(C(=O)COC(=O)CC(NC(N)=O)c2ccc(Cl)cc2)c(C)n1C (stereo not drawn)
-4	0	0.7	-1.1	4	4	2	-0.1	-11	5	CCCNc1nc(N)nc(-c2cc(Cl)ccc2OC)n1
0	-7	-1.8	-0.4	4	-1	0	-1.3	3	10	CCOC(=O)c1ccccc1NC(=O)/C=C/C(=O)O
-5	-3	0.6	-0.9	-1	0	0	-2.6	-3	-2	NNC(=O)C1=NOC2COC3(CCN(c4ncccn4)CC3)OCC12 (stereo not drawn)

# Single records, from the list above:
# Cc1cc(C)n2nc(/C(C#N)=C/c3ccccc3)c(C#N)c2n1 across the screens: MsrA act = 0; Scp1 inh = -14; MsrA inhibitor = 0.6; TbMetRS inhib = -0.1; SUMO1-SIM PPI = -16; DNMT1 inh = -4; eLon inh = 2; LMPTP inh = -1.0; CendR NRP1 mod = -3; STEP block = 1
# c1ccc(Cn2nnc(-c3ccccc3)n2)cc1 across the screens: MsrA act = -1; Scp1 inh = -8; MsrA inhibitor = 2.1; TbMetRS inhib = -0.2; SUMO1-SIM PPI = 0; DNMT1 inh = 0; eLon inh = -4; LMPTP inh = 1.4; CendR NRP1 mod = 1; STEP block = 0

# Remaining list, next part.
MsrA act	Scp1 inh	MsrA inhibitor	TbMetRS inhib	SUMO1-SIM PPI	DNMT1 inh	eLon inh	LMPTP inh	CendR NRP1 mod	STEP block	SMILES
-3	-6	1.6	-0.2	-11	0	-2	-2.0	-10	1	CCOCCCNC(=O)/C(C#N)=C/c1cc(C)c(O)c(C)c1
-7	2	1.5	-0.8	-1	-4	-2	-1.4	0	-3	O=C(Cc1ccccc1)Nc1ccc(N2CCOCC2)cc1
1	0	1.6	-0.2	-3	7	-3	-1.8	-1	3	CCCC12CN3CC(C)(CN(C1)C3c1cccs1)C2=O (stereo not drawn)
0	-6	1.0	-0.9	1	-2	3	1.0	10	-2	COc1ccc2c(c1OC)C(=O)N1c3ccccc3COC21 (stereo not drawn)
-5	-1	0.9	-0.6	-1	-3	-3	-2.0	5	1	CC(Cl)C(=O)NN=C(c1ccccc1)c1ccccc1 (stereo not drawn)
-1	-1	0.6	0.3	1	-4	3	-0.8	-9	-2	COCCCN1CN=C(Nc2nc3ccccc3o2)NC1
-2	-5	0.6	0.0	3	29	-3	1.0	8	-1	CCOc1ccccc1NC(=O)c1ccc(C(=O)Nc2ccccc2OCC)nc1
-1	10	0.3	0.0	1	0	-17	0.4	0	37*	O=C1CSc2cc(Cl)ccc2N1
0	-7	-0.7	-0.3	20	28	-6	1.8	1	-14	CCOc1ccc(CCNc2ccc3nnc(-c4ccccc4)n3n2)cc1OCC
0	-2	3.4	0.1	-27	-20	-1	1.2	-30	5	Cc1cc2cc(C(c3nnnn3Cc3ccccc3)N3CCc4ccccc43)c(=O)[nH]c2cc1C (stereo not drawn)
-3	-3	1.6	-0.8	-10	4	-14	2.4	-10	-3	C=CCN1C(=O)/C(=C\c2ccc(C)cc2)N=C1SCC(=O)NCCC
-2	6	0.6	0.0	0	7	-5	7.4	-2	-3	O=C(COC(=O)c1c2c(nc3ccccc13)CCCC2)c1ccc(Br)s1
-3	-6	-0.4	-0.7	-1	-1	-6	0.8	-8	1	O=C(NCCc1ccc2c(c1)OCCO2)c1cccc(F)c1
-1	-6	0.8	0.1	5	5	8	-2.9	2	-4	COc1ccc(CNc2nc3nc(C)c(Cl)c(=O)n3[nH]2)cc1OC
-16	10	-0.5	-1.8	-1	0	-9	1.5	-1	2	COc1ccccc1Nc1nc(-c2cccc([N+](=O)[O-])c2)nc2ccccc12
-4	-15	.	-0.1	-16	0	5	2.9	-5	3	CC1=NN(c2ccccc2)C(=O)C1C=Nc1ccccc1O (stereo not drawn)
0	.	-0.2	-0.2	-4	4	-1	1.5	4	3	CC(C)Oc1ccc(CN2CCC2(C)C(=O)NCc2ccc(C(F)(F)F)cc2)cc1 (stereo not drawn)
-5	-8	0.0	0.2	-14	-8	3	-0.5	-19	2	CCOC(=O)c1cc2c(C)n(-c3ccc(OCC)cc3)c(C)c2cc(C(=O)OCC)c1=O
-2	-7	-0.5	0.1	-3	-1	-12	0.0	-1	-1	CC(C)Cc1nccs1
1	-12	0.2	0.1	2	2	-3	-1.8	0	4	CCN(c1ccccc1)S(=O)(=O)c1cc2c(cc1C)NC(=O)CO2
-4	-5	1.3	-0.3	-1	-1	0	2.8	6	-4	O=C(CCOc1ccccc1)Nc1ccnn1C1CCN(Cc2ccccc2)CC1
-2	.	1.3	0.1	1	9	1	15	9	4	N#Cc1ccc(NC(=S)/N=C(\N)c2ccccc2)cc1
